# CHT block: human CHT choline transport inhibition | Q9GZV3 | CHT-expressing cells, membrane potential dye, choline response; hits give low values | B-score at 10 µM | hit rate 0.86% among 310,000 | AID 488975;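 active = B-score over 3 SD under the library average, and starting fluorescence ratio not unusually high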;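 also: choline stimulus applied at its EC90 after an EC20 pre-addition; B-score computed on integrated fluorescence ratio after choline addition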
# Target sequence (Q9GZV3 whole entry, looked up): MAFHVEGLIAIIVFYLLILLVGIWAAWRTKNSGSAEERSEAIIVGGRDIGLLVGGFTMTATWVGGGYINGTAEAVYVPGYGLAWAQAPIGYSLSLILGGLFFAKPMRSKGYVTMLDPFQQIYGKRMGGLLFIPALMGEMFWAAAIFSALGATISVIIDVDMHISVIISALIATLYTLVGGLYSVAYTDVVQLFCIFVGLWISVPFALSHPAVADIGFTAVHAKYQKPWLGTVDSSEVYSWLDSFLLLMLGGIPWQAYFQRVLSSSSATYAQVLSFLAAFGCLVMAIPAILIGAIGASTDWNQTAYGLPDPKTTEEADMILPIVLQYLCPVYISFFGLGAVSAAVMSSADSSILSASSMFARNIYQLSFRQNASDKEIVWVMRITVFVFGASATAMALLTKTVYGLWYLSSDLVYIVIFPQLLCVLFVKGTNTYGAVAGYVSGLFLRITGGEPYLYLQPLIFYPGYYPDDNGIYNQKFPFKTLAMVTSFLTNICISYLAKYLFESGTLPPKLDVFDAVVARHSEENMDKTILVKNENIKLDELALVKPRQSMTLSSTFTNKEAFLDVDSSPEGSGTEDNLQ
# Kir21 block: Kir2.1 (mouse) channel inhibition | P35561 | HEK293-Kir2.1, FluxOR thallium flux fluorescence; hits give low values | B-score at 10 µM | hit rate 0.85% among 310,000 | AID 1672;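 active = fluorescence ratio B-score at or below minus 3 SD of library scores, with starting-brightness B-score within 2 SD, cut at about -4.2 in these data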;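 also: channel flux triggered by added potassium and thallium sulfate stimulus; B-score of peak minus minimum fluorescence over baseline after thallium stimulus; more negative B-score means stronger Kir2.1 block with less thallium influx; some compounds called inactive have numbers as strong as hits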
# Target sequence (P35561 whole entry, looked up): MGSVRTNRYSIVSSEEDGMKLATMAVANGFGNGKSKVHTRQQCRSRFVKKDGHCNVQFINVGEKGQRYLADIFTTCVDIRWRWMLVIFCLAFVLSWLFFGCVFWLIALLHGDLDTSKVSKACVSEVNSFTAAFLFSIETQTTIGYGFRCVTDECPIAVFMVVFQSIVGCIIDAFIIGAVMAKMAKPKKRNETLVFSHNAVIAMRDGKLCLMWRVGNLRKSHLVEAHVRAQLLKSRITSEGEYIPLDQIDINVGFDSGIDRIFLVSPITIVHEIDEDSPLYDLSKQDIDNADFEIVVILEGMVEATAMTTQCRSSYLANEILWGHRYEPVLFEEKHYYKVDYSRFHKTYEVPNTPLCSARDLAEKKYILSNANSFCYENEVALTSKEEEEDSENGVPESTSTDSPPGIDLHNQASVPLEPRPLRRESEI
# * = called active by the depositor; i = inactive; . = no result given; & = joins results of further samples.
# Preview, three compounds:
cpd	Molecule	CHT block	Kir21 block
1	O=C(O)C1CCC(=O)N(C2CC2)C1c1ccccc1 (stereo not given)	i	0.03
2	Cc1cccc(NC(=S)NNC(=O)c2ccco2)c1	i	0.08
3	CCOC(=O)CC(NC(=O)c1cc2ccccc2oc1=O)c1cccc([N+](=O)[O-])c1 (stereo not given)	i	-0.07

# The listing, repeating the preview:
cpd	Molecule	CHT block	Kir21 block
1	O=C(O)C1CCC(=O)N(C2CC2)C1c1ccccc1 (stereo not given)	i	0.03
2	Cc1cccc(NC(=S)NNC(=O)c2ccco2)c1	i	0.08
3	CCOC(=O)CC(NC(=O)c1cc2ccccc2oc1=O)c1cccc([N+](=O)[O-])c1 (stereo not given)	i	-0.07
4	CCOc1ccc(-n2c(-c3ccco3)nc3c(cnn3-c3ccc(C)cc3)c2=O)cc1	i	4.2
5	O=C(O)c1ccccc1-c1ccccc1C(=O)Nc1ccccc1	i	0.01
6	Cc1cccc(-c2nnn(Cc3nnc(NC(=O)c4ccccc4)s3)n2)c1	i	-0.47
7	O=S1(=O)CCC(NS(=O)(=O)c2cccc3cccnc23)C1 (stereo not given)	i	-1.4
8	CCSC(=Nc1ccccc1)Nc1ccccc1	i	0.44
9	O=C(Nc1ccnn1C1CCN(C(=O)c2ccc(Cl)c(F)c2)CC1)C1CCOC1 (stereo not given)	i	0.43
10	O=C(Cn1cnc2sc3c(c2c1=O)CCCC3)NCC(=O)Nc1c(F)cc(F)cc1Br	i	1.4
11	Cc1ccccc1-n1nc(C)c2c(C(=O)NN)cc(-c3ccncc3)nc21	i	0.25
12	C=CCOc1ccc(CN(C)C(=O)C2CCCO2)cc1 (stereo not given)	i	0.53
13	COc1cc(OC)cc(C(=O)NCCCn2ccnc2)c1	i	0.05
14	Nc1ncc(Br)cc1S(=O)(=O)NCCc1ccccc1	i	0.46
15	Cn1c(=O)cc(SCC(=O)NCCCN2CCN(c3ccccc3F)CC2)c2ccccc21	i	-0.21
16	Cc1c(C)n(CC(O)CN2CCCCCC2)c2ccccc12 (stereo not given)	i	-1.4
17	O=c1[nH]c(/C=C/c2ccc(Br)cc2)nc2ccccc12	i	0.43
18	O=C(CCN1C(=O)/C(=C\c2ccccc2)SC1=S)N1CCOCC1	i	-0.09
19	C[N+]1(CC(O)COc2ccccc2)CCN(C(=O)c2ccc([N+](=O)[O-])cc2)CC1 (stereo not given)	i	0.03
20	COc1ccc(S(=O)(=O)N/N=C\c2ccc([N+](=O)[O-])o2)c(OC)c1	i	-2
21	O=C1c2ccccc2NC(c2ccc(-c3cccc([N+](=O)[O-])c3)o2)N1O (stereo not given)	i	-1.4
22	COc1cc(/C=C2/C(=N)N3N=C(CC(=O)N4CCOCC4)SC3=NC2=O)ccc1OCc1ccc(F)cc1	i	0.7
23	CCc1ccc(-c2csc(NC(=O)Oc3ccccc3)n2)cc1	i	-0.03
24	COC(=O)Cc1c(C)c2ccc(OC(=O)c3ccco3)cc2oc1=O	i	-3.7
25	COc1cc2c(cc1OC)C(c1cccs1)N(C(=S)NC(C)C)CC2 (stereo not given)	i	-1.4
26	CC(C)CNC(=O)c1cccc2c1-c1ccccc1C2=O	i	3.3
27	CCCOc1ccc(/C=N/NC(=O)CN2CCCCC2)cc1	i	-1.9
28	OCCC1CN(Cc2cc3c(cc2Cl)OCO3)CCN1C1CCCCC1 (stereo not given)	i	0.02
29	Cc1ccc(C)n1-n1c(C)nc2sc(-c3ccccc3)cc2c1=O	i	-1.9
30	CCN1CCC(NCCc2ccc(F)cc2)CC1	i	1
31	CSC1=NCCN1C(=O)c1c(F)cccc1Cl	i	1.7
32	COCCCNCCOc1cc(C(C)C)ccc1C	i	-0.62
33	NC(=O)c1cc(Cc2ccccc2)sc1NC(=O)c1ccco1	i	-0.85
34	COc1ccc(NC(=O)C(c2ccccc2)N(C)C(=O)c2cnccn2)cc1 (stereo not given)	i	0.84
35	Nc1ccccc1C(=O)NC12CC3CC(CC(C3)C1)C2	i	0.32
36	COc1cc(C(=O)NCCc2nc3ccccc3n2C)cc(OC)c1OC	i	0.81
37	Cc1cc(NC(=S)N(CCN2CCOCC2)Cc2ccccc2F)ccc1Cl	i	-0.22
38	O=C(Nc1ccccc1C(F)(F)F)c1ccc2nccnc2c1	i	-0.18
39	COc1cccc(NC(=O)C(Sc2nnnn2C)c2ccccc2)c1 (stereo not given)	i	0.24
40	Cc1c(OCc2ccc(C(=O)O)o2)ccc2c3c(c(=O)oc12)CCC3	i	0.3

# Values in list order from the list:
# CHT block for entries 36 to 39 → i, i, i, i
# Kir21 block for entries 36 to 39 → 0.81, -0.22, -0.18, 0.24

# (cont.)
cpd	Molecule	CHT block	Kir21 block
41	CC(NC(=O)c1ccccc1Cl)C(=O)O (stereo not given)	i	1.4
42	CC(NC(=O)c1cc(COc2ccc3ncccc3c2)on1)c1ccc(F)cc1 (stereo not given)	i	0.14
43	Cc1ccc(N(CC(=O)NC2CCCC2)C(=O)CNC(=O)c2cccs2)cc1C	i	-0.36
44	Cc1cc(C)n(S(=O)(=O)/C=C/c2ccccc2)n1	i	-0.09
45	O=C(c1cccc(C(F)(F)F)c1)C1CCCN(C(=O)CCCn2cncn2)C1 (stereo not given)	i	0.12
46	CCOc1ccccc1NC(=O)C1CCC(CNc2c(N3CCCCC3)c(=O)c2=O)CC1 (stereo not given)	i	-1.6
47	CCOc1ccc(-n2cc(C(=O)N3CCCCCC3)c3cc(OC)c(OC)cc3c2=O)cc1	i	.
48	COc1ccc(S(=O)(=O)NCC2CCCO2)c(Cl)c1Cl (stereo not given)	i	0.23
49	CC(=O)c1ccc(OCC(O)CN(C)Cc2cccs2)cc1 (stereo not given)	i	2.3
50	CCOP(=O)(OCC)c1nc(-c2cccc3ccccc23)oc1NCCc1ccc(OC)cc1	i	-0.26
51	COc1ccc(CCNC(N)=S)cc1OC	i	4
52	COc1ccc(CNc2ccc(C)c(C)c2)cc1	i	-0.3
53	CC(C)OC(=O)CSc1n[nH]c(-c2cccnc2)n1	i	2.7
54	CC(C)CCn1c(-c2nonc2N)nc2ccccc21	i	0.98
55	Cc1ccc(C(=O)NC(=S)NNC(=O)c2ccc([N+](=O)[O-])cc2)cc1	i	0.05
56	O=C(c1ccccc1F)N1CCN(c2ccc([N+](=O)[O-])c3cccnc23)CC1	i	1.1
57	CCOC(=O)c1sc(NC(=S)NC(=O)c2ccccc2Cl)c(C(=O)OCC)c1C	i	0
58	CN(C)S(=O)(=O)c1ccc(N2CCCC2)c(C(=O)Nc2ccc(N3CCOCC3)cc2)c1	i	1.4
59	C=CCc1ccc(OCCOCCOc2ccccc2[N+](=O)[O-])c(OC)c1	i	-1.5
60	Oc1ccccc1/C=N/Nc1nccnc1Cl	i	0.78
61	OCCN(CCO)CC(O)COc1ccc(Br)cc1 (stereo not given)	i	-1.5&1.1
62	NC(=NCCc1ccccc1)c1cccc([N+](=O)[O-])c1	i	1.5
63	Cc1ccc(CNC(=O)CCS(=O)(=O)c2ccc3c(c2)CC(C)N3C(=O)C2CC2)o1 (stereo not given)	i	-0.25
64	CCCOc1cccc(C(=O)NC(=S)Nc2cccc(C(F)(F)F)c2)c1	i	-0.14
65	CCNc1c(NS(=O)(=O)c2ccc(Cl)s2)c(=O)oc2ccccc12	i	1.3
66	CCn1cc(CN2CCC(n3nccc3NC(=O)C(OC)c3ccccc3)CC2)cn1 (stereo not given)	i	-0.48
67	CCOc1ccc(N(CC(=O)NCC2CCCO2)S(=O)(=O)c2ccc(OC)c(OC)c2)cc1 (stereo not given)	i	0.6
68	O=S(=O)(Cc1cc(-c2ccccc2)no1)c1ccccc1	i	1
69	COc1ccc(OC)c(C2CC(c3ccc(NS(C)(=O)=O)cc3)=NN2C(=O)c2ccccc2)c1 (stereo not given)	i	0.09
70	O=C(N/N=C/c1cccs1)c1ccc(NC(=O)c2ccccc2Cl)cc1	i	0.7
71	CCCCCC(=O)NC(=S)Nc1ccc(N2CCCCC2)c(Cl)c1	i	-0.06
72	CC12CCC(=O)N1C(C(=O)Nc1nnc(SCc3ccccc3)s1)CS2 (stereo not given)	i	-0.24
73	CCOC(=O)c1cn(-c2nc(-c3ccc(Cl)c(Cl)c3)cs2)c2c(F)c(N3CCOCC3)c(F)cc2c1=O	i	-0.05
74	CCC(C(=O)OCC(=O)Nc1ccccc1-c1ccccc1)c1ccccc1 (stereo not given)	i	-3.2
75	COc1ccc(/C=C/C(=O)NC(C)CCc2ccccc2)cc1 (stereo not given)	i	0.9
76	CS(=O)(=O)N(CC(=O)NCC1CCCO1)c1cc(Cl)ccc1Cl (stereo not given)	i	1.7
77	Cn1c(O)c(N=NC(=O)c2cccc(S(=O)(=O)N3CCCCC3)c2)c2ccccc21	i	0.83
78	O=C(c1ccco1)[C@@H]1[C@@H]2C(=O)N(c3ccc(F)cc3)C(=O)[C@@H]2[C@H]2C=Cc3ccccc3N21	i	.
79	CN(Cc1ccccc1)C(=O)COc1ccccc1Cl	i	-0.08
80	COc1ccc2c(c1)CCc1c(C(=O)NCCCn3ccnc3)noc1-2	i	2.1
81	COC(=O)N/N=C/c1cn(Cc2ccccc2Cl)c2ccccc12	i	-0.25
82	CC(C)[C@H](Nc1ncnc2c1oc1ccccc12)C(=O)O	i	-0.53
83	CCCCNC(=S)NNC(=O)c1nn(C)cc1Cl	i	-0.08
84	CCOC(=O)c1oc2ccc(S(=O)(=O)n3nc(-c4ccc(OC)cc4)cc3N)cc2c1C	i	1.3
85	CC(=O)CC(=O)Nc1ccc(C(N)=O)cc1	i	-0.05
86	O=C(CSc1ccc([N+](=O)[O-])cn1)Nc1ccc(N2CCOCC2)c(Cl)c1	i	-0.04
87	Cc1ccc(C(=O)N2CCCC(CCC(=O)N3CCN(c4ccccn4)CC3)C2)cn1 (stereo not given)	i	-0.93
88	CCCCN(CCCC)CCNC(=O)c1ccc2nc(-c3ccccc3NC(C)=O)c(=O)[nH]c2c1	i	-0.83
89	O=C(/C=C/c1cccc([N+](=O)[O-])c1)NC1CC2CCC1C2 (stereo not given)	i	0.21
90	Cc1ccc(OCCCC(=O)NC(C)c2ccccc2)c(C)c1 (stereo not given)	i	-1.2

# (cont.)
cpd	Molecule	CHT block	Kir21 block
91	COC(=O)C1=C(C)N=C2SCCC(=O)N2C1/C=C/c1ccccc1 (stereo not given)	i	0.06
92	N#C/C(=C\c1ccccc1)C(=O)NCc1ccc(F)cc1	i	0.07
93	N#Cc1c(NC(=O)CCCl)sc2c1CCCCC2	i	0.68
94	Cc1ccc(CCNC(=O)C2CCC(=O)N(Cc3cccc(F)c3)C2)cc1 (stereo not given)	i	0.04
95	O=C1c2cccc3c([N+](=O)[O-])ccc(c23)C(=O)N1Cc1cccnc1	.	-3.1
96	COc1ccc(-c2noc(CCC(=O)NC3CCCC3)n2)cc1	i	-0.9
97	O=C(NCc1cccc(C(F)(F)F)c1)c1ccc2c(c1)OCCO2	i	-1.1
98	CCN(Cc1ccccc1)C(=O)c1ccc(NC(=O)c2ccc(OC)cc2)cc1	i	-1.7
99	CCNC(=S)NNC(=O)c1cccc(Br)c1	i	-0.95
100	CC(C)CNc1nc(Oc2ccc(=O)[nH]n2)nc(N2CCOCC2)n1	i	0.01

# Another view of part of the listing above:
# Each structure is followed by: CHT block, Kir21 block
96: COc1ccc(-c2noc(CCC(=O)NC3CCCC3)n2)cc1
 : i, -0.9
97: O=C(NCc1cccc(C(F)(F)F)c1)c1ccc2c(c1)OCCO2
 : i, -1.1
98: CCN(Cc1ccccc1)C(=O)c1ccc(NC(=O)c2ccc(OC)cc2)cc1
 : i, -1.7
99: CCNC(=S)NNC(=O)c1cccc(Br)c1
 : i, -0.95
100: CC(C)CNc1nc(Oc2ccc(=O)[nH]n2)nc(N2CCOCC2)n1
 : i, 0.01

# Carrying on:
cpd	Molecule	CHT block	Kir21 block
101	CCc1sc(C(=O)NC)cc1Br	i	-0.55
102	CCc1ccccc1NC(=O)CN(C)C(=O)CSc1nnc(Nc2ccc(C)cc2)s1	i	-0.29
103	NC(=O)c1cc(S(=O)(=O)NCc2cccc(Br)c2)cs1	i	-1.2
104	COc1cc(/C(C)=N/N2CCN(Cc3ccc(C)cc3)CC2)ccc1O	i	-1.3
105	c1ccc2c(c1)[nH]c1ccccc12	i	0.92
106	Cc1c(NC(=O)C(C)OC(=O)C(NC(=O)c2ccco2)C(C)C)c(=O)n(-c2ccccc2)n1C (stereo not given)	i	-0.91
107	COc1ccc(NC(=O)NCCc2cccc(Cl)c2)cc1OC	i	1.9
108	CCCOC(=O)C1NC(=O)N2C(C(=O)OCCC)C(C)(C)S[C@H]12 (stereo not given in full)	i	-0.26
109	O=C1NCC(O)=C1C=Nc1ccccc1O	i	-0.72
110	Cc1ccc(N2CC(C(=O)OCc3nc(N)nc(Nc4ccccc4C)n3)CC2=O)cc1 (stereo not given)	i	-0.09
111	O=C(NCCCn1ccnc1)c1nc(Cn2cc(Br)cn2)no1	i	-1.1
112	CCOC(=O)CSc1nc2sc3c(c2c(=O)n1-c1ccc(OCC)cc1)CCN(C)C3	i	2
113	CCN(CCCNC(=O)CCc1nc(-c2ccc(OC)cc2)no1)c1cccc(C)c1	i	-1.1
114	CCCN1CCN(C(=S)Nc2ccc(S(N)(=O)=O)cc2)CC1	i	-0.33
115	COC(=O)c1cc(COC(=O)c2nc3nccc(C)n3n2)oc1C	i	0.79
116	COc1cc(OC)cc(C(=O)NC(=S)NNC(=O)c2cnccn2)c1	i	-0.02
117	Cc1sc2ncnc(SCC(=O)NC3CC3)c2c1C	i	-0.12
118	CSc1cccc(CN2CCCC(CNC(=O)c3ccco3)C2)c1 (stereo not given)	i	-1.1
119	CCn1c(C)c(C)c2cc(C(=O)N3CCCC3)ccc21	i	-1.8
120	Nc1ccc(-c2c3ccccc3nc3ccccc23)cc1	i	-1.5
121	COCCCn1c(SCC(=O)Nc2ccc(C(C)=O)cc2)nc2ccccc2c1=O	i	1.1
